Assay outcomes deposited in PubChem by Johns Hopkins Ion Channel Center.
KCNQ2 inh = KCNQ2 potassium channel inhibitors, primary screen, cell-based, CHO-K1, FluxOR thallium flux, B-score (AID 2156); O88943; 20 min; active compounds read low; B-score at 10 µM; actives 1.1% (n = 310,000);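 active = fluorescence ratio B-score at most minus 3 library SDs, with starting brightness B-score within 2 library SDs, cut at about -5.5 in these data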
CHT block = inhibits the human high affinity choline transporter | Q9GZV3 | CHT-expressing cells, membrane potential dye, choline response; active compounds read low | B-score at 10 µM | actives 0.86% (n = 310,000) | AID 488975;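 active = B-score over 3 SD under the library average, and starting fluorescence ratio not unusually high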;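 also: choline stimulus applied at its EC90 after an EC20 pre-addition; B-score computed on integrated fluorescence ratio after choline addition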
Target sequence (Q9GZV3 whole entry, looked up): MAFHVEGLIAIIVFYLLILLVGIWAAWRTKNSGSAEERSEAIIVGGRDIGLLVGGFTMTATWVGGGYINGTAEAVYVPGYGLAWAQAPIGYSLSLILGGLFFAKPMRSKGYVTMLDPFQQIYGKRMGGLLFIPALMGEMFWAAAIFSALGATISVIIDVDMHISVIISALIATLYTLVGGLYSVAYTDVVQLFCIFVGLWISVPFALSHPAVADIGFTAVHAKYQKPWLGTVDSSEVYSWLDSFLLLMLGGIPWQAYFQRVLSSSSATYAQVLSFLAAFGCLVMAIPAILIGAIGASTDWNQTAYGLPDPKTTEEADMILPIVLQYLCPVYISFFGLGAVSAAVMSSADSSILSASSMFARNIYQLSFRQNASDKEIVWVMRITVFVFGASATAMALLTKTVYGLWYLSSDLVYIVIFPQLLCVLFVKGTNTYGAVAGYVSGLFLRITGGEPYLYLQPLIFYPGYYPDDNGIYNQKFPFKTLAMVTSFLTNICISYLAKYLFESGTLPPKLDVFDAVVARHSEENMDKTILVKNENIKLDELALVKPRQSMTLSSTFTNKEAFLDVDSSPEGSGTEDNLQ
Kir21 block = inhibitors of mouse Kir2.1 inward-rectifier potassium channel; P35561; HEK293-Kir2.1, FluxOR thallium flux fluorescence; active compounds read low; B-score at 10 µM; actives 0.85% (n = 310,000);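 active = fluorescence ratio B-score at or below minus 3 SD of library scores, with starting-brightness B-score within 2 SD, cut at about -4.2 in these data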;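 also: channel flux triggered by added potassium and thallium sulfate stimulus; B-score of peak minus minimum fluorescence over baseline after thallium stimulus; more negative B-score means stronger Kir2.1 block with less thallium influx; some compounds called inactive have numbers as strong as hits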
Target sequence (P35561 whole entry, looked up): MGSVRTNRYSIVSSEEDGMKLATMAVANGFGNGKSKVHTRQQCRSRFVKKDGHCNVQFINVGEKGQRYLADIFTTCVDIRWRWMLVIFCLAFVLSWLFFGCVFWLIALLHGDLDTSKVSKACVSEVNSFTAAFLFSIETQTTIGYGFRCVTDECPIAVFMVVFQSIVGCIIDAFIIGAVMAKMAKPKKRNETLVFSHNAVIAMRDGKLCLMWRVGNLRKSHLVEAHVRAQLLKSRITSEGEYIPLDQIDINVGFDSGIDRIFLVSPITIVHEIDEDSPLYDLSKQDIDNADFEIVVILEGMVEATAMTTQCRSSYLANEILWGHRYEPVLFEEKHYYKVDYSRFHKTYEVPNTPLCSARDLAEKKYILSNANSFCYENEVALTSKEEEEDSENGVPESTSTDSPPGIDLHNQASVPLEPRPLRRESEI
Active calls of the source: *; i = inactive; / = no result given.

smiles | Kir21 block | CHT block | KCNQ2 inh
CCOc1ccc2nc(N/C(N)=N/C(=S)Nc3ccc(OC)cc3)nc(C)c2c1 | -0.51 | i | i
Cc1cccc(C(=O)NCC(C)NC(=O)c2cccc(C)c2)c1 (stereo not given) | -0.78 | i | i
CCOC(=O)c1sc(NC(=O)c2cccs2)cc1C | -1.65 | i | i
O=C(c1ccc(-n2cncn2)c([N+](=O)[O-])c1)N1CCN(c2cccc(Cl)c2)CC1 | 2.23 | i | i
Cc1cccc(N(CC(=O)Nc2c(C)n(C)n(-c3ccccc3)c2=O)S(C)(=O)=O)c1C | -0.76 | i | i
Cc1ccc(CC(=O)N/N=C/c2ccc(OC(=O)c3ccc([N+](=O)[O-])cc3)cc2)cc1 | 1.21 | i | i
COc1cccc(NC(=O)CC(c2ccc(OC(C)C)cc2)c2ccccc2OC)c1 (stereo not given) | -0.25 | i | i
C=CCn1c(C)nnc1SCC(=O)Nc1oc(C)c2c(C)n[nH]c(=O)c12 | -0.02 | i | i
CCC(=O)Nc1cccc(-c2csc(-c3ccccc3)n2)c1 | 0.1 | i | i
Cc1cc(N2CCCC2)nc2ccc(NC(=S)NC(C)C)cc12 | 0.65 | i | i
O=C(NCC(c1cccs1)N1CCOCC1)c1ccc(Cl)s1 (stereo not given) | 0.1 | i | -9.71*
CCN(CC)CCOC(=O)CCc1cccc2ccccc12 | 0.04 | i | i
CCOC(=O)C[C@H]1c2cc(F)ccc2S(=O)(=O)N1C1CCCC1 | -3.78 | i | i
C=CCn1c(SCC(=O)NCc2ccc3c(c2)OCO3)nc2scc(-c3ccc(F)cc3)c2c1=O | -0.41 | i | i
CN(C)S(=O)(=O)c1ccc(NC(=S)NC(=O)c2ccc(Br)o2)cc1 | -0.03 | i | i

Later entries.
smiles | Kir21 block | CHT block | KCNQ2 inh
Cc1cc(C)n(-c2nnc(C)n2NS(=O)(=O)c2ccc(F)cc2)n1 | 0.43 | i | i
CCOC(=O)C1(CCSC)NC(c2ccco2)C2C(=O)N(C)C(=O)C21 (stereo not given) | -0.31 | i | i
O=C(COc1ccccc1)NCc1cccs1 | -0.76 | i | i
O=C1CC(NS(=O)(=O)c2cccs2)CN1c1ccc(F)cc1 (stereo not given) | -0.77 | i | i
Cc1ccccc1C(=O)c1cccn1CC(=O)NCc1ccc2c(c1)OCO2 | -2.2 | i | i
Cc1ccc(-c2nc3ncccc3n2O)cc1 | 0.04 | i | i
O=c1ccnc(Nc2ccc([N+](=O)[O-])cc2)[nH]1 | 0.87 | i | i
CC1(C)C(c2ccccc2)=[N+]([O-])C2(CCCCC2=O)N1O (stereo not given) | 0.91 | i | i
CCCCNC(=S)NCc1ccc2c(c1)cc(C)n2C | -1.08 | i | i
CC(C)OC(=O)c1nn2c(C(F)(F)F)cc(-c3ccco3)nc2c1Cl | 0.89 | i | i
COc1cc2c(cc1OC)C(c1ccccc1)NCC2 (stereo not given) | 0.71 | i | i
Cc1cccc(-n2c(O)c(C=Nc3c(C)n(C)n(-c4ccccc4)c3=O)c3ccccc3c2=O)n1 | -1.1 | i | i
COc1ccccc1C(=O)NNC(=O)C(=O)NCc1ccccc1 | 0.1 | i | i
CCCCOC(=O)n1ccc(C(=O)Nc2ccccc2OC)n1 | 0.31 | i | i
CC(=O)Oc1ccc(C(=O)Nc2cccc(-c3nnc(-c4ccco4)o3)c2)cc1 | -0.01 | i | i

Further entries follow.
smiles | Kir21 block | CHT block | KCNQ2 inh
O=C(Nc1ccccc1)c1cn(CCBr)cn1 | 1.28 | i | i
CCSCc1nnc(SCC(=O)Nc2ccc(OC)cc2)n1C | -0.25 | i | i
Cc1cc(C)cc(OCC(=O)NCCN2CCOCC2)c1 | 0.67 | i | i
COc1ccccc1C(CNC(=O)c1cccc(NS(=O)(=O)c2ccc(Br)cc2)c1)N(C)C (stereo not given) | -1.8 | i | i
CC(C)c1ccc(OCc2ccc(C(=O)O)o2)cc1 | 0.78 | i | i
COc1cc(/C=C\C(=O)Nc2cc(=O)n(C)c(=O)n2C)cc(OC)c1OC | -2.23 | i | i
O=C(CCc1ccc(Oc2cc([N+](=O)[O-])cc([N+](=O)[O-])c2)cc1)NC1CCCC1 | -0.49 | i | i
Cc1cc(NC(=O)CSc2nc(C3CCCCC3)nc3ccccc23)no1 | 0.11 | i | i
Cc1ccc(NC(=O)COC(=O)Cn2c(C)csc2=O)cc1 | -0.11 | i | i
CN(Cc1ccccc1)C1CCCN(C(=O)c2ccc(Cl)s2)C1 (stereo not given) | -0.14 | i | i
COc1ccc(NC(=S)NCc2cccs2)cc1OC | -1.17 | i | i
COc1cc(NC(=O)c2cccs2)c(OC)cc1NC(=O)CCC(=O)Nc1cccc2ncccc12 | 0.63 | i | i
O=C(COC(=O)CCc1c[nH]c2ccccc12)NCCc1ccccc1 | -1.14 | i | i
O=C(CCn1c(=O)oc2ccccc21)Nc1cccc(Cl)c1 | 0.04 | i | i
COCCNC(=O)c1cc(-c2ccncc2)nc2ccc(S(=O)(=O)N3CCOCC3)cc12 | 0.19 | i | i

Following part
smiles | Kir21 block | CHT block | KCNQ2 inh
COc1cccc(NC(=S)N2CCn3cccc3C2c2cccnc2)c1 (stereo not given) | -0.36 | i | i
O=C(COC(=O)Cc1c(Cl)cccc1Cl)Nc1ccccc1-c1ccccc1 | -0.38 | i | i
COc1ccc(C)cc1NC(=O)CCc1c(C)nn(-c2ccc(N3CCCCC3)nn2)c1C | -0.47 | i | i
COc1ccc(-c2noc(N3CCCC(C(=O)Nc4ccc(C(C)=O)cc4)C3)n2)cc1 (stereo not given) | 0.67 | i | i
CCCc1cc(=O)[nH]c(SCC)n1 | -3.33 | i | i
COC(=O)CSc1ncnc2scc(-c3ccccc3)c12 | -0.15 | i | i
CCOC(=O)CNc1nc(OCC#N)nc(N2CCOCC2)n1 | -0.67 | i | i
Cc1[nH]c2ccccc2c1C(=O)CCl | -0.07 | / | i
O=C(NCc1ccc2c(c1)OCO2)c1cc(COc2c(F)cccc2F)on1 | 2.8 | i | i
O=C(NC(NC(=S)N1CCOCC1)C(Cl)(Cl)Cl)c1cccc2ccccc12 (stereo not given) | -1.13 | i | i
Cc1ccc(S(=O)(=O)NC(CC(C)C)C(=O)NCC(C)(C)N2CCOCC2)cc1 (stereo not given) | -0.41 | i | i
COCCN(CCOC)C(=O)C12CCC(C)(C(=O)C1)C2(C)C (stereo not given) | 0.65 | i | i
CC(C)(C)OC(=O)N[C@@H](CCCCNC(=O)OCc1ccccc1)c1nnc([C@H](CCCCNC(=O)OCc2ccccc2)NC(=O)OC(C)(C)C)o1 | -1.01 | i | i
CC(=O)OCC(=O)N1CCN(c2ccc([N+](=O)[O-])cc2)CC1 | 1.82 | i | i
COc1ccc(-c2n[nH]c(C(F)(F)F)c2-c2cc3ccccc3o2)c(O)c1 | 1.98 | i | i

KCNQ2 inh: what is marked active above
smiles | Kir21 block | CHT block | KCNQ2 inh
O=C(NCC(c1cccs1)N1CCOCC1)c1ccc(Cl)s1 (stereo not given) | 0.1 | i | -9.71*

The listing continues.
smiles | Kir21 block | CHT block | KCNQ2 inh
Clc1ccc(-n2ncc3c(N4CCCC4)ncnc32)cc1 | -1.47 | i | i
c1ccc(SCc2nc(-c3ccncc3)n[nH]2)nc1 | 0.7 | i | i
Cc1ccccc1CSc1nc2c(c(=O)[nH]1)CCC2 | 3.23 | i | i
CCC(=O)Oc1ccc2ccccc2c1CNC(=O)c1ccccc1 | 3.33 | i | i
O=C(COc1ccccc1Cl)NCCCNC(=O)c1ccncc1 | 1.38 | i | i
COC(=O)CCCC1=CC2=C(c3ccccc3)C(=O)C(C)(OC(=O)C3CCCC3)C(=O)C2=CN1Cc1ccco1 (stereo not given) | 1.07 | i | i
Clc1ccccc1CNCc1ccncc1 | -0.58 | i | i
CCOc1ccc(CCNC(=O)CSc2ncn[nH]2)cc1OCC | -0.93 | i | i
Cc1ccccc1C(=O)N1CC(=O)Nc2ccc(F)cc2C1c1ccccc1 (stereo not given) | 0.67 | i | i
Cc1cccc(C(=O)Nc2ccc(S(=O)(=O)N3CCOCC3)cc2)c1[N+](=O)[O-] | 0.13 | i | i
COc1ccc(NC(=O)C2CCCN(S(=O)(=O)c3c(C)n[nH]c3C)C2)c(OC)c1 (stereo not given) | -0.8 | i | i
O=C(NCCc1cccc(Cl)c1)c1cc([N+](=O)[O-])ccc1Cl | 0.87 | i | i
Nc1ccc(C(=O)NNC(=O)C2COc3ccccc3O2)cc1[N+](=O)[O-] (stereo not given) | -0.55 | i | i
C=CCn1c(-c2cccc(Cl)c2)n[nH]c1=S | -0.51 | i | i
COCCN(CCOC)C(=O)c1sc2nc(-c3ccccc3)cn2c1C | -0.79 | i | i

Only KCNQ2 inh, for seven of the compounds above:
| structure | KCNQ2 inh |
| --- | --- |
| Cc1cccc(C(=O)Nc2ccc(S(=O)(=O)N3CCOCC3)cc2)c1[N+](=O)[O-] | i |
| CCOc1ccc(CCNC(=O)CSc2ncn[nH]2)cc1OCC | i |
| O=C(NCCc1cccc(Cl)c1)c1cc([N+](=O)[O-])ccc1Cl | i |
| Clc1ccc(-n2ncc3c(N4CCCC4)ncnc32)cc1 | i |
| COc1ccc(NC(=O)C2CCCN(S(=O)(=O)c3c(C)n[nH]c3C)C2)c(OC)c1 (stereo not given) | i |
| Cc1ccccc1CSc1nc2c(c(=O)[nH]1)CCC2 | i |
| Cc1ccccc1C(=O)N1CC(=O)Nc2ccc(F)cc2C1c1ccccc1 (stereo not given) | i |

Going on with the list.
smiles | Kir21 block | CHT block | KCNQ2 inh
CCOC(=O)C1(Cc2ccccc2)CCCN(Cc2cnn(CC)c2)C1 (stereo not given) | -1.86 | i | i
CCN(CC)S(=O)(=O)c1ccc(-c2nnc(SCC(=O)N3c4ccccc4CC3C)o2)cc1 (stereo not given) | 1.84 | i | i
O=c1c2c(n3cnnc3n1C1CCCCC1)-c1ccccc1CC21CCCCC1 | 0.19 | i | i
COc1ccc2cc(C(C)C(=O)NC3CCC(O)CC3)ccc2c1 (stereo not given) | 0 | i | i
COc1ccc(OC(=O)c2cc3ccccc3o2)cc1 | 0 | i | i
CCOc1ccc2ccccc2c1/C=N\NC(=O)c1ccc([N+](=O)[O-])cc1 | 1.08 | i | i
CN(C)c1ccc(/C=c2/sc3n(c2=O)NC2(c4ccccc4)N(C)C(=O)N(C)C2(c2ccccc2)N=3)cc1 (stereo not given) | -1.17 | i | i
O=C(COC(=O)c1cccs1)NCC1CCCO1 (stereo not given) | 1.58 | i | i
O=C(O)CCNC1C=CS(=O)(=O)C1 (stereo not given) | 1.38 | -6.19* | i
Cc1csc(NC(=O)CSc2nccn2C)n1 | 0.16 | i | i
O=C(NC1CC1)c1ccc(NS(=O)(=O)c2ccccc2)cc1 | -0.12 | i | i
CCCC1c2ccc(C)n2CCN1C(=O)Nc1ccccc1Cl (stereo not given) | -0.97 | i | -7.17*
CCc1cccc(NC(=O)Cn2c(=O)c3cccn3c3ccccc32)c1 | 0.23 | i | i
O/N=C/c1cccc[n+]1CCCCCC[n+]1ccccc1/C=N/O | -4.33 | i | i
O=C(Nc1nc2ccccc2[nH]1)C1CCN(S(=O)(=O)c2cccs2)CC1 | 0.95 | i | i

An excerpt of these results, with values ahead of the structure:
Kir21 block | CHT block | KCNQ2 inh | SMILES
0 | i | i | COc1ccc(OC(=O)c2cc3ccccc3o2)cc1
1.38 | -6.19* | i | O=C(O)CCNC1C=CS(=O)(=O)C1 (stereo not given)

Carrying on.
smiles | Kir21 block | CHT block | KCNQ2 inh
COC(=O)[C@H](CCSC)NC(=O)NCc1ccccc1F | 0.81 | i | i
Nn1c(SCc2cccc(F)c2)nnc1-c1ccncc1 | 0.03 | i | i
Cc1cc(C)c(NC(=O)C2CCCN2CCC(C)C)c(C)c1 (stereo not given) | -2.86 | i | i
CCN(CC)c1ccc(S(=O)(=O)N2CCOCC2)cc1NC(=O)COC(=O)COc1ccccc1C | 1.37 | i | i
CN1CCN(C(=O)c2cc3cc(F)ccc3[nH]2)CC1 | -1.37 | i | i
COc1ccc(CN2CCN(CCC(C)C)C(CCO)C2)cc1Cn1cccn1 (stereo not given) | -0.42 | i | i
Cc1ccc(NC(=O)c2cc(Cl)ccc2[N+](=O)[O-])cc1C | 0.24 | i | i
COc1ccc(C(=O)NCCOC(C)C)cc1OC1CCN(C(C)=O)CC1 | 0.45 | i | i
COc1cccc(-c2nc(CS(=O)CC(=O)NCCc3ccccc3)c(C)o2)c1 (stereo not given) | 0.12 | i | i
Cc1oc(-c2ccc3c(c2)OCCO3)cc1C(=O)NCC(=O)O | 0.61 | i | i
COCCc1nnc(NC(=O)Cc2ccccc2)s1 | 2.7 | i | i
COC(=O)CSc1nnc(-c2cccnc2)n1C | 0.18 | i | i
COc1ccc(Cc2nc3ccc(C(=O)N4CCC(N(C)C)C4)cc3o2)cc1 (stereo not given) | -1.54 | i | i
O=C(CN1C(=O)NC2(CCCC2)C1=O)N1CCN(S(=O)(=O)c2ccccc2F)CC1 | -1.74 | i | i
CN(C)c1ccc(C(=O)NCc2ccc3c(c2)CCO3)cc1 | 0.06 | i | i

(continued)
smiles | Kir21 block | CHT block | KCNQ2 inh
CN(C)N1C(N)=C(C#N)C(c2ccc3c(c2)OCO3)C2=C1CCCC2=O (stereo not given) | 1.37 | i | i
COc1ccc(OC)c(/C=N/NC(=O)c2nnn(-c3nonc3N)c2-c2cccs2)c1 | -0.01 | i | i
Cc1cnc(NC(=O)Cc2ccc(Br)cc2)s1 | -0.33 | i | i
NC(=O)CC(NC(=O)Cc1ccc(Cl)cc1)c1ccc(NCc2ccccc2)c([N+](=O)[O-])c1 (stereo not given) | 0.02 | i | i
O=C(O)CS(=O)CC(=O)NCc1cccc(C(F)(F)F)c1 (stereo not given) | 0.66 | i | i
